Source: PubChem (several laboratories)
FXN GAA850 act = frataxin GAA850 promoter activation | HEK293 lucGAA850 FXN promoter luciferase reporter, 24 h; percent of 10 µM SAHA response | 360,000 compounds, 0.56% hits | activation, % at 6 µM;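 active = activation above the average of all compounds screened plus 3 SD, cutoff fixed separately per campaign, cut at about 7.5% in these data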;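 also: 0% = DMSO wells and 100% = 10 µM SAHA wells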
HGIII-sPLA2 inh = Inhibits HGIII-sPLA2 liposome hydrolysis, primary screen. Q9NZ20. QFRET BODIPY PC-A2 liposome hydrolysis, fluorescence. inhibition, % at 12.2 µM. 370,000 compounds, 0.56% hits;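 active = inhibition above mean plus 3 SD of compounds lying within the high and low control bounds, cut at about 19% in these data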;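 also: 0% = median of test compound wells and 100% = no enzyme DMSO wells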
ADAM10 inh = inhibitors of human ADAM10 | O14672 | recombinant ADAM10, EDANS/DABCYL FRET peptide cleavage, 3 h | inhibition, % at 7 µM | 370,000 compounds, 0.62% hits;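 active = inhibition above a per-campaign cutoff equal to the mean of compounds falling between control-based bounds plus 3 SD, cut at about 20% in these data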;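 also: 0% = DMSO wells while the 100% control is not disclosed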
Target sequence (O14672 214-748 limits assumed): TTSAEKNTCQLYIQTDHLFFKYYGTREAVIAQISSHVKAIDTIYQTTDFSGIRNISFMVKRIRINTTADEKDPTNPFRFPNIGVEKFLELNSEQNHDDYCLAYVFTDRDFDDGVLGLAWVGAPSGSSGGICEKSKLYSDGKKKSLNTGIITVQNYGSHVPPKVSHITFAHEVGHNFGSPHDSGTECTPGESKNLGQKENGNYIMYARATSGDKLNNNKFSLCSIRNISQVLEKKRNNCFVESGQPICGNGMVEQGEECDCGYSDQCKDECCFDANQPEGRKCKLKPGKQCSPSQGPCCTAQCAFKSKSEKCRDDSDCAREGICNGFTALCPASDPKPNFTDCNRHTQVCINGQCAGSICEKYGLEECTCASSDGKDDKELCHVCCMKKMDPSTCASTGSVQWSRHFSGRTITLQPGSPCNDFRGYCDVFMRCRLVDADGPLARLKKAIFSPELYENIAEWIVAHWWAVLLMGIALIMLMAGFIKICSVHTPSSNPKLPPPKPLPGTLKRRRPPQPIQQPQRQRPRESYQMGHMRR
hcDAF12 agonist = activators of H. contortus DAF-12 nuclear receptor; HEK293 hcDAF-12 lit1-tk-luc reporter, luminescence; 0% DMSO, 100% Δ7-dafachronic acid; activation, % at 6.8 µM; 370,000 compounds, 1.4% hits; AID 652067;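 active = activation above the mean of all tested compounds plus 3 SD, cut at about 5.5% in these data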;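 also: 100% = response to 3 µM Δ7-dafachronic acid high control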
DAX1 inh-1 = DAX1 (NR0B1) inhibition, primary screen; AID 652010; inhibition, % at 6.8 µM; HEK293T StAR-luciferase reporter, SF-1/DAX-1 repression relief; 370,000 compounds, 1.1% hits;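 active = inhibition above the mean over all tested compounds plus 3 SD, cut at about 3.6% in these data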;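 also: 0% = DAX-1 cells with DMSO and 100% = cells lacking DAX-1 with DMSO; higher inhibition means more luminescence from relief of DAX-1 repression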
hgDAF-12 ag = hgDAF-12 agonism, primary luciferase screen | activation, % at 6.8 µM | HEK293 GAL4-hgDAF12 UAS-luciferase reporter, agonist luminescence; normalized to butyrate control | AID 687014 | 370,000 compounds, 1.8% hits;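 active = activation above a cutoff set at the mean of all screened compounds plus 3 SD, cut at about 10% in these data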;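 also: 0% = DMSO wells and 100% = sodium butyrate wells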
SMARCA2 act = increases SMARCA2 function in MMTV reporter cells; 370,000 compounds, 1% hits; AID 652017; activation, % at 9.1 µM; MG213 cells, MMTV-luciferase reporter, dexamethasone, overnight; in the data active = activation above about 7.8%;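 also: 0% = vehicle wells and 100% = reference activator wells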
NPR1 activator = GC-A (human) enzyme activation. HEK293 GC-A cells, cGMP TR-FRET, EC30 ANP; 0% at EC30 ANP, 100% saturating ANP. 370,000 compounds, 0.14% hits. AID 1671463. activation, % at 10 µM. P16066; in the data active = activation above about 40%
NPR2 activator = GC-B (human) receptor activation | P20594 | HEK293-GC-B cells, CNP EC30, cGMP TR-FRET; 0% at EC30 CNP, 100% saturating CNP | activation, % at 10 µM | 370,000 compounds, 0.11% hits | AID 1920062;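 active = activation at 10 µM reaching about 35% in either raw or pattern-adjusted values, limit read from the data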
DAX1 inh-2 = NR0B1 (DAX1) inhibition; P51843; HEK293 Gal4-DAX1 luciferase reporter, luminescence; inhibition, % at 6.75 µM; 340,000 compounds, 0.99% hits; AID 504766;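 active = inhibition above the mean over all tested compounds plus 3 SD, cut at about 4.2% in these data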;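 also: 0% = DAX1-transfected cells with DMSO and 100% = empty-vector control cells with DMSO; inhibition shows as a rise in luminescence from relieved DAX1 repression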
Target sequence (P51843 207-470 limits assumed): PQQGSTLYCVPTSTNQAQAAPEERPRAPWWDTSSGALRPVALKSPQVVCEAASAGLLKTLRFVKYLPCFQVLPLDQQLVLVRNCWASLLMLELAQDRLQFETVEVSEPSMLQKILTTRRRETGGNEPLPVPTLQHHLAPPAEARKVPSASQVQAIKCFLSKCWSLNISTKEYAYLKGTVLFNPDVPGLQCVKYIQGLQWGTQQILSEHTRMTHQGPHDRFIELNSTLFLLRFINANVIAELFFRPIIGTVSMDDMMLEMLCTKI
ssDAF-12 act = S. stercoralis DAF-12 activation, primary screen | HEK293 ssDAF-12/GRIP1 lit1-tk-luc reporter, luminescence; % of 3 µM dafachronic acid response | activation, % at 6.8 µM | 370,000 compounds, 1% hits;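 active = activation above the mean over all tested compounds plus 3 SD, cut at about 0.9% in these data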;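 also: 0% = DMSO-only wells and 100% = 3 µM delta7-dafachronic acid wells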
Active calls of the source: *; / = not tested or not shown.

SMILES	FXN GAA850 act	HGIII-sPLA2 inh	ADAM10 inh	hcDAF12 agonist	DAX1 inh-1	hgDAF-12 ag	SMARCA2 act	NPR1 activator	NPR2 activator	DAX1 inh-2	ssDAF-12 act
CC1(C)CC(=O)C(C(C2=C(O)CC(C)(C)CC2=O)c2ccc(Cl)c([N+](=O)[O-])c2)C(=O)C1 (centres undefined)	1.5	3	-5	0.1	-0.1	-1.2	0	1	7	-0.7	-1.2
CC(C)N1CCN(C2CSCCSC2)CC1CCO (centres undefined)	0.1	2	-6	-0.1	0.0	1.5	-2	2	4	-0.3	-0.4
Cc1cccn2c(=O)nc(SCC(=O)N3CCN(c4ccccc4)CC3)nc12	4.2	2	-2	2.2	-0.2	-0.1	0	-1	3	-1.3	-0.5
COc1cccc(NC(=O)Cc2csc(NC(=O)Nc3ccccc3OC)n2)c1	-0.1	-25	3	-1.8	-1.2	-0.9	-1	-1	-7	-1.1	-1.1
O[C@H](COc1ccccc1)CN1CCC(C(O)(c2ccccc2)c2ccccc2)CC1	/	-17	2	-1.5	1.4	2.5	-4	-12	-13	/	-1.0
CNC(=O)CN(c1cccc2ccccc12)S(C)(=O)=O	-1.2	5	7	-1.2	0.1	-1.7	-2	0	2	-0.3	-0.7
CCOC(=O)c1cocc1C(=O)O	-0.7	-6	-2	-0.8	-0.2	-1.2	1	2	0	1.0	-1.1
CCCCc1cc(=O)oc2cc(OC(C)C(=O)NCc3ccccn3)c(Cl)cc12 (centres undefined)	0.7	1	-28	-1.1	-1.4	1.1	-2	1	1	0.8	-0.6
Oc1cc(CNCc2ccccc2)c(O)cc1CNCc1ccccc1	1.8	8	-15	-1.0	-1.1	0.8	-1	-9	-1	0.3	-0.8
COc1cc([C@@H]2[C@H]3CNCC=C3C(C#N)=C(N)C2(C#N)C#N)ccc1OC(C)C	0.2	-15	-32	-1.4	-0.4	-1.6	1	2	3	0.0	-1.1
CCN(CC)S(=O)(=O)c1ccc(N2CCCC2)c(NS(=O)(=O)c2ccc([N+](=O)[O-])cc2)c1	0.3	9	19	1.1	-0.3	3.5	-2	1	0	-0.8	-0.9
Cc1ccc(/C=N/NC(=O)c2nnn(-c3nonc3N)c2CSc2ccccc2)cc1	1.5	-3	-1	-1.8	0.0	1.7	-3	-1	1	1.5	-1.0
CCCN1C(=O)C2(C(C(=O)c3ccc(C)o3)=C(O)C(=O)N2CCCOC)c2ccccc21 (centres undefined)	0.6	0	-2	-0.4	-0.3	-0.4	-6	6	3	0.0	-0.8
FC(F)(F)c1ccccc1CN1CCCC(N2CCN(c3ccccc3)CC2)C1 (centres undefined)	0.2	-1	-3	-0.7	-0.1	1.5	-1	5	2	0.9	-1.6
O=C(Cn1ccc(C(F)(F)F)n1)Nc1cccc(S(=O)(=O)N2CCCCC2)c1	0.1	-12	2	-0.9	-0.8	4.4	-4	0	8	1.2	-1.5
CCc1ccccc1-n1c(SCC(=O)c2c(N)n(C3CC3)c(=O)[nH]c2=O)nnc1N1CCOCC1	0.8	6	-15	0.7	0.8	2.8	1	0	4	0.1	-0.7
CN(C)CCCN1CC(C(=O)O)CC1=O (centres undefined)	0.9	-2	-1	-1.3	0.6	1.1	0	0	4	-0.3	-0.6
Cc1ccc(C2=NN(C(=O)c3cccs3)C(c3ccccc3O)C2)cc1 (centres undefined)	0.7	-1	8	3.1	0.8	5.1	4	-6	-11	1.7	-1.0
O=C(NNC(=O)C1CC1c1ccccc1)c1ccccc1F (centres undefined)	0.8	3	-4	-0.4	0.7	-1.2	-3	1	6	0.9	-1.4
O=C(N/N=C/c1ccccc1F)c1ccccc1OCc1ccccc1	0.1	9	10	-2.4	-0.9	1.3	2	4	12	-1.3	-0.9
O=C(COc1cccc(NC(=O)c2ccccc2)c1)c1ccccc1	1.6	-4	11	-2.9	-0.5	-1.4	1	-2	2	0.9	-1.4
CC1CCc2c(sc(NS(=O)(=O)c3ccccc3)c2C(=O)OC(C)C)C1 (centres undefined)	-1.1	-14	6	-1.4	0.3	-0.1	-4	1	6	-0.7	-1.2
O=C(Nc1nnc(-c2cccnc2)s1)c1cnc2ccccc2c1	/	-3	-3	0.3	3.4	6.7	8.0*	-1	-5	/	-0.9
CCOc1ccc2nnc(-c3ccc(Br)cc3)n2n1	-0.9	4	-17	-0.9	-0.7	-0.5	-2	21	16	-0.2	-0.6
CC1=CS(=O)(=O)CC1Sc1nc(C)n[nH]1 (centres undefined)	1.3	4	4	1.1	-0.4	-0.2	-2	5	-1	-0.5	-1.6
COc1ccc(-n2nc(C(=O)NCC(=O)NC3CCCCC3)c3ccccc3c2=O)cc1	1.5	3	6	-0.5	0.1	1.6	0	0	4	1.2	0.7
CCOC(=O)N1CCN(c2nc(C(F)(F)F)nc3c(C)cc(C)cc23)CC1	-0.5	0	-1	-1.3	-0.2	3.5	-1	0	1	0.5	-1.7
C[C@]12C[C@H](O)[C@H]3[C@@H](CCC4=CC(=O)CC[C@@]43C)[C@@H]1CC[C@@H]2C(=O)CO	2.0	2	-4	-0.2	1.1	-3.1	-8	2	12	-0.4	-1.5
O=C(Nc1ccnn1C1CCN(C(=O)c2cccnc2)CC1)c1cccc(F)c1	0.0	-1	-8	-0.3	-0.5	-1.7	0	1	3	1.5	-0.8
CCc1ccccc1Nc1nc(N)nc(CSCC(=O)Nc2ccc(C)c(C)c2)n1	12*	-4	8	0.1	-0.1	-3.3	-1	-18	-9	-1.3	-1.9
COc1ccc(C(=O)Nc2cccc(NC(C)=O)c2)cc1	1.1	4	2	0.1	1.1	3.3	5	3	0	/	0.1
COc1cccc(C2CC(c3cccc(OC)c3)n3nc(N)nc3N2)c1 (centres undefined)	0.8	8	-96	-0.1	0.3	-1.8	0	-5	-11	-1.1	-1.2
CCCCCC(=O)Nc1cccc2ccccc12	2.3	2	0	0.4	0.4	-0.4	0	0	3	0.8	-0.8
CSc1nnc(CNC(=O)c2ccccc2)n1-c1ccc(F)cc1	1.6	2	-3	0.5	-0.3	0.7	2	-2	3	0.2	-1.1
COc1ccc(C(=O)Cn2c(C(=O)/C=C/c3ccccc3)nc3ccccc32)cc1	-3.9	2	-13	-1.3	-0.1	-1.2	3	-5	5	-0.6	-0.7
Cc1ccccc1NC(=O)c1ccccc1-c1ccccc1	-0.1	4	-2	-1.4	0.5	-0.1	-1	-1	-1	0.2	-0.8
O=C1CC/C=C\C[C@@H](CC(=O)N(CCO)Cc2ccccc2)C(=O)N2CCC[C@H]2CO1	-0.9	1	-1	0.0	0.0	3.2	-1	-1	-1	0.7	-1.0
OCCC1CN(Cc2cccc3nonc23)CCN1Cc1ccsc1 (centres undefined)	2.1	3	6	0.1	1.3	-1.8	-3	-2	6	1.7	-0.8
CC(=O)Nc1ccc(NS(=O)(=O)c2cc([N+](=O)[O-])ccc2C)cc1	0.0	-6	0	-1.5	-0.4	0.1	-1	4	13	-0.9	-2.0
COc1ccc(Br)cc1C(=O)Nc1ccc(C(=O)NCC(C)C)cc1	0.5	2	-1	-2.6	-1.4	2.8	-1	4	-2	0.0	-2.1
COC(=O)C[C@@H]1C=C[C@H](NC(=O)c2cnccn2)[C@@H](CO)O1	/	2	-10	-1.4	-0.1	-1.7	2	0	2	/	-1.1
CCCN(CC(=O)Nc1ccccc1C)C(=O)Cc1n[nH]c(=O)c2ccccc12	1.8	-5	6	0.7	-1.3	-2.4	1	0	3	0.8	-1.6
COc1ccc(C(=O)NCCCc2ccccc2)cc1	4.2	-6	-2	2.2	2.2	11*	6	0	5	/	-0.2
O=c1[nH]c2ccc([N+](=O)[O-])cc2[nH]1	2.1	0	-5	-1.5	0.9	1.3	-1	3	-2	-0.1	-0.9
O=C(c1ccc(CSCc2ccccc2F)o1)N1CCN(c2ccc(N3CCOCC3)nn2)CC1	2.2	9	-234	-2.7	-1.0	-1.6	-2	-2	5	0.1	-1.7
NS(=O)(=O)c1cccc(NC(=O)c2cncc(Br)c2)c1	0.2	4	-2	-2.5	0.0	-2.4	-1	3	-4	0.4	-1.3
O=C1CCC[C@@H]2[C@H](Cc3ccccc3)[C@@H](O)C[C@@H]3CCN1[C@@H]32	0.1	2	-4	-0.9	0.0	-1.1	0	2	-2	2.2	-1.4
Cc1ccc(Nc2nnc(SCC(O)=C(C#N)c3nc4ccccc4[nH]3)s2)c(C)c1	-0.8	-1	-53	4.4	-0.4	-0.1	-1	-3	-1	1.2	0.5
COCCNC(=O)[C@H]1N2C(=O)c3c(ccc(OC)c3OC)C2SC1(C)C (some centres undefined)	-1.0	5	-36	-2.2	-0.4	0.8	-1	7	-3	0.8	-0.5
COc1ccc(N2C(=O)CC(Sc3nccc(C)n3)C2=O)c(OC)c1 (centres undefined)	-0.8	6	6	-1.2	0.9	-0.7	3	3	5	3.1	-1.9
The list continues.
SMILES	FXN GAA850 act	HGIII-sPLA2 inh	ADAM10 inh	hcDAF12 agonist	DAX1 inh-1	hgDAF-12 ag	SMARCA2 act	NPR1 activator	NPR2 activator	DAX1 inh-2	ssDAF-12 act
COc1cc2cc(CCCOC(=O)CCC(=O)O)oc(=O)c2cc1OC	1.3	1	-19	-1.6	0.1	1.3	1	-4	-5	-0.9	-1.3
COc1ccc2oc(=O)c(C(=O)Nc3cccc(C(C)=O)c3)cc2c1	1.5	4	-1	-0.1	0.0	7.0	0	-1	2	-0.2	-0.6
O=C(Cc1ncc(C(F)(F)F)cc1Cl)N1CCN(c2ccccn2)CC1	1.9	2	-10	-0.2	-0.8	-0.3	3	0	4	0.3	-1.4
COc1ccccc1NC(=O)Cn1cnc2c(oc3nc4c(cc32)CCCC4)c1=O	0.3	-4	-3	-0.8	-0.2	-2.3	4	5	10	-0.2	-1.5
Cc1ccc(-c2sc(-c3ccccc3)nc2CC(=O)Nc2ccccc2F)cc1	2.0	1	10	-2.8	-0.8	1.0	1	1	1	-0.9	-0.2
COc1ccc(CNCC#Cc2cccnc2)c(OC)c1	/	1	0	-2.5	0.0	5.1	-1	-2	2	/	-2.2
COCC(=O)Nc1ccc(N2CCOCC2)c(S(=O)(=O)Nc2ccc(OC)cc2)c1	-3.0	-7	-3	-1.7	0.7	1.6	0	2	1	0.1	-1.0
COCCCNc1nc2ccccc2nc1NS(=O)(=O)c1ccc(OC)cc1	-0.2	1	-285	-1.1	-0.5	-0.1	0	-1	-3	1.4	-1.2
CCC(=O)Nc1cc(=O)[nH]c2nc(-c3ccc(Cl)cc3)nn12	2.1	1	-5	-1.6	0.7	0.3	0	-6	-4	0.0	-1.4

SMARCA2 act, hit marks shown above
structure	HGIII-sPLA2 inh	ADAM10 inh	hcDAF12 agonist	DAX1 inh-1	SMARCA2 act	NPR1 activator	NPR2 activator	DAX1 inh-2	ssDAF-12 act
O=C(Nc1nnc(-c2cccnc2)s1)c1cnc2ccccc2c1	-3	-3	0.3	3.4	8.0*	-1	-5	/	-0.9
